TTR transcr act – increases transthyretin transcription; 92,000 tested, 1.3% active; AID 1117267; activation, % at 16.7 µM; SH-SY5Y TTR promoter Gaussia luciferase, luminescence; 100% = recombinant luciferase protein wells;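 active = activation above the mean of all tested compounds plus 3 SD, cut at about 9.5% in these data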;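 also: cells exposed to compounds for one day before reading; 0% = median of all test compound wells on the plate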
* hit, by the source's call. This is a subset; the hit share may differ from the screen's.

TTR transcr act | SMILES
0.0 | c1coc(CNc2nc(-c3cccs3)cs2)c1
-3.8 | CN1CCN(S(=O)(=O)c2ccc(NC(=S)NC(=O)c3ccc(Cl)cc3)cc2)CC1
-0.6 | CSc1ccc(NC(=O)/C=C/C(=O)O)cc1
4.3 | O=C(NCCN1CCOCC1)c1cc(-c2ccc(F)cc2)on1
-0.2 | NC(=O)[C@@H]1CCCN1Cc1nc(-c2cccs2)no1
0.4 | CN(C)c1ccc(CN(C(=O)c2cc3ccccc3oc2=O)C2CCS(=O)(=O)C2)cc1 (stereo not given)
-1.0 | CC(=O)Nc1ccc(S(=O)(=O)N(C)c2ccccc2)cc1
3.5 | CCC(=O)NC(=S)Nc1ccc(NC(=O)c2ccccc2[N+](=O)[O-])cc1
7.0 | COCCNC(=S)N1CCCC(CO)C1 (stereo not given)
-2.0 | NC(=O)N/N=C/c1coc2ccc3ccccc3c2c1=O
-0.9 | O=C(CSc1ncnc2sccc12)N1CCN(C(=O)c2cccs2)CC1
3.7 | O=C1CN(C(=O)N[C@@H](Cc2ccccc2)C(=O)N[C@@H](Cc2ccccc2)C(=O)O)c2ccccc2N1
0.9 | Cc1cccc(NC(=O)CN2CCN(C(=O)c3c(C)nn(Cc4ccccc4)c3C)CC2)c1C
3.3 | CCCn1c(=O)c2ccccc2n2c(SCC(=O)c3ccccc3)nnc12
0.9 | COc1ccccc1C(=O)NC(=O)Nc1nc(-c2ccccc2)cc(C(F)(F)F)n1
0.2 | CCCc1cc(=O)oc2cc(OCC(=O)NCC(O)c3ccccc3)ccc12 (stereo not given)
2.7 | NNC(=O)Cn1c(-c2ccccc2)cc(=O)n2ncnc12
1.6 | c1ccc2[nH]c(Cn3nnc4ccccc43)nc2c1
0.1 | CC(C)CN(C(=O)COC(=O)c1ccccc1SCC(=O)NC1CCCCCC1)C1CCS(=O)(=O)C1 (stereo not given)
0.1 | Cc1cc(=O)oc2c1c(C(F)(F)F)nn2-c1ccccc1
-3.1 | COc1ccccc1NC(=O)CSc1nc2n[nH]c(C)c2c(=N)n1-c1ccccc1Cl
0.4 | CCCN1CNc2c(c(=O)[nH]c(=S)n2-c2ccc(Cl)cc2)C1
4.7 | CNC(C)C(=O)NC(C(=O)N1CCCC1C(=O)NC1CCCc2ccccc21)C(C)C (stereo not given)
9.3 | CC(=O)NCc1ccc(-c2nc3ccccc3s2)cc1
2.1 | Cc1occc1C(=O)NCc1ccc(C(=O)O)o1
3.5 | O=C1CC(C(=O)Nc2cccc(F)c2)n2ncnc2N1 (stereo not given)
0.0 | COc1ccccc1N1CCN(C(=O)Cc2ccc(Cl)cc2)CC1
-4.5 | CNC(=O)c1sccc1SCc1ccc(Cl)cc1Cl
0.1 | Fc1ccc(CNc2cnccn2)cc1
-0.6 | COCCn1c(CN2CCN(C(c3ccccc3)c3ccccc3)CC2)nc2c1c(=O)n(C)c(=O)n2C
2.7 | Cc1cc(NC(=O)CSc2nnnn2-c2ccc(F)cc2)no1
5.9 | O=C(NCCCN1CCN(c2ccccc2)CC1)Nc1ccccc1C(F)(F)F
0.2 | c1ccc(N2CCOCCOCCOCCOCC2)cc1
-5.8 | CC[C@@H]1CCC[C@@H](O)[C@@H](C)C(=O)O[C@H](C)[C@@H](C)C/C=C(C)/C(OC)=C\C(=O)N(C)C([C@@H](C)CC)C(=O)N(C)[C@@H](C(C)C)C(=O)N(C)[C@@H](COC)C(=O)N2CCC[C@H]2C(=O)N(C)[C@@H](C(C)C)C(=O)N2CCC[C@H]2C(=O)O1 (stereo not given in full)
2.8 | COc1cccc(N=Cc2c[nH][nH]c2=O)c1
-1.0 | COc1cc2c(cc1OC)/C(=C/C(=O)c1ccc(C)cc1)NCC2
-0.7 | O=C(c1ccc2c(c1)OCO2)N1CCC2(CC1)Oc1ccc(Cl)cc1C(=O)C21CC(c2ccccc2)=NO1 (stereo not given)
-1.2 | CCC(=O)c1ccc(OCC(=O)OCC(=O)N(CCC#N)c2ccc3c(c2)OCCO3)cc1
3.6 | O=C(Nc1ccc2c(c1)OCCO2)C1CCN(C(=O)c2ccc([N+](=O)[O-])cc2)CC1
3.2 | CCCNC(=O)C1(C)CCCN(Cc2cccc(C(F)(F)F)c2)C1 (stereo not given)
4.9 | CNC(=O)c1ccsc1NC(=O)CN1C(=O)CCC1=O
-0.5 | CCCC(=O)Nc1ccc(N2CCN(C(=O)c3cc4ccccc4o3)CC2)cc1
-0.3 | O=C(NC(=O)c1ccccc1Cl)Nc1ccc(-c2cnco2)cc1
0.5 | Cc1cccc2cc(CN(Cc3ccco3)C(=O)c3ccco3)c(=O)[nH]c12
1.9 | COc1ccc(NC(=O)CCN2CCCCCC2)cc1
1.1 | Cc1ccc(N2CC(C)Cn3c2nc2c3c(=O)n(CC(=O)OCc3ccccc3)c(=O)n2C)cc1C (stereo not given)
-0.4 | Cc1nc(N2CCOCC2)sc1C(=O)NN
0.2 | COc1ccc(CCNC(=O)[C@H](C)NC(=O)[C@@H]2CSC3c4ccccc4C(=O)N32)cc1 (stereo not given in full)
0.7 | Cc1cc2c(SCC(=O)Nc3cccc(O)c3)ncnc2s1
-2.1 | Cc1cc(C(=O)NCCCOC(C)C)c2ccccc2n1
0.3 | Cc1c(C)c2ccc(OCC(=O)N3CCC[C@@H]3C(=O)O)c(C)c2oc1=O
3.9 | O=C(CSCc1c(F)cccc1Cl)Nc1cccnc1
7.8 | CC(C)(C)c1ccc(C(=O)NCc2ccco2)cc1
0.4 | Cc1cc(C)cc(-c2nnc(SCC(=O)NC3CC3)o2)c1
0.4 | Cn1ncc(C#N)c1NC(=O)C1CC(c2ccc(Cl)c(Cl)c2)=NO1 (stereo not given)
10.4* | COc1cc2c(=O)n(CC3CCCO3)c(=O)n(CC(=O)Nc3cccc(Cl)c3)c2cc1OC (stereo not given)
2.5 | O=C(COC(=O)/C=C/c1ccc(Br)o1)NCCCN1CCCC1=O
0.3 | C/C=C/c1cccc(-c2nc(C(=O)NC3CCC3)cc3c2[C@@H](CCO)N(S(=O)C(C)(C)C)C3)c1 (stereo not given in full)
4.2 | Cc1ccsc1/C=C1\SC(N)=NC1=O
2.1 | C=CCCC(=O)Nc1nc(C)c(-c2csc(Nc3ccc(Cl)cc3Cl)n2)s1

Gathered by group: the compounds so far containing a furan ring, fused or not
TTR transcr act | SMILES
0.0 | c1coc(CNc2nc(-c3cccs3)cs2)c1
2.1 | Cc1occc1C(=O)NCc1ccc(C(=O)O)o1
-0.5 | CCCC(=O)Nc1ccc(N2CCN(C(=O)c3cc4ccccc4o3)CC2)cc1
0.5 | Cc1cccc2cc(CN(Cc3ccco3)C(=O)c3ccco3)c(=O)[nH]c12
7.8 | CC(C)(C)c1ccc(C(=O)NCc2ccco2)cc1
2.5 | O=C(COC(=O)/C=C/c1ccc(Br)o1)NCCCN1CCCC1=O

Copied from the list:
Value for COc1cc2c(=O)n(CC3CCCO3)c(=O)n(CC(=O)Nc3cccc(Cl)c3)c2cc1OC (stereo not given) under TTR transcr act: 10.4*
Value for COc1cccc(N=Cc2c[nH][nH]c2=O)c1 under TTR transcr act: 2.8
Value for COc1ccc(CCNC(=O)[C@H](C)NC(=O)[C@@H]2CSC3c4ccccc4C(=O)N32)cc1 (stereo not given in full) under TTR transcr act: 0.2
Value for O=C(NCCCN1CCN(c2ccccc2)CC1)Nc1ccccc1C(F)(F)F under TTR transcr act: 5.9
Value for Cc1ccsc1/C=C1\SC(N)=NC1=O under TTR transcr act: 4.2
Value for C=CCCC(=O)Nc1nc(C)c(-c2csc(Nc3ccc(Cl)cc3Cl)n2)s1 under TTR transcr act: 2.1

Among those listed so far, four contain a CF3 group:
TTR transcr act | SMILES
0.9 | COc1ccccc1C(=O)NC(=O)Nc1nc(-c2ccccc2)cc(C(F)(F)F)n1
0.1 | Cc1cc(=O)oc2c1c(C(F)(F)F)nn2-c1ccccc1
5.9 | O=C(NCCCN1CCN(c2ccccc2)CC1)Nc1ccccc1C(F)(F)F
3.2 | CCCNC(=O)C1(C)CCCN(Cc2cccc(C(F)(F)F)c2)C1 (stereo not given)

Remaining list, next part.
TTR transcr act | SMILES
10.5* | O=C(CO/N=C/c1c(Cl)cccc1Cl)NNC(=O)c1ccc(Cl)cc1
-0.2 | O=C(C[C@H]1CC[C@H]2[C@@H](COC[C@H](O)CN2Cc2ccccc2)O1)NCCCN1CCOCC1
-2.3 | CCC(C)CCN1C(N(C)C)=NC[C@@H]1C (stereo not given in full)
-0.2 | CN1C(=O)CSc2ccc(NC(=O)N3CCN(c4ccccc4)CC3)cc21
-5.3 | CC1(C)Cc2ccccc2-c2nnc(SCC(=O)N3CCN(c4ccccc4)CC3)n21
0.8 | COc1ccc(C(C)=O)cc1CSc1nnc2c(Cl)cc(Cl)cn12
0.8 | O=C(NCc1ccccn1)c1ccco1
0.2 | Cc1ccc(S(=O)(=O)N2CCC(C(=O)OCc3ccc([N+](=O)[O-])cc3)CC2)cc1
0.6 | O=C(NCc1ccccc1)C(C1CC1)n1c(-c2cccs2)nc2ccccc21 (stereo not given)
2.5 | O=C(NCCc1ccco1)c1ccc(OCc2cn3ccccc3n2)cc1
-1.2 | COc1ccc2[nH]c(C(=O)Nc3ccc4c(c3)OCO4)cc2c1
1.7 | COc1cc(NC(=O)C2CCN(S(=O)(=O)c3ccc4[nH]c(=O)oc4c3)CC2)cc(OC)c1
1.3 | CCOC(=O)C1CCCN(S(=O)(=O)c2ccccc2)C1 (stereo not given)
1.8 | COc1cc(-c2cc(N3C(=O)Nc4ccccc4N3O)n[nH]2)cc(OC)c1OC
0.6 | COCCSc1nnc(NS(=O)(=O)Cc2ccccc2)s1
0.1 | Cc1cc(=O)[nH]c(N/N=C/C=C/c2ccccc2)n1
-0.5 | CC(=O)N1CCN(S(=O)(=O)c2c(F)cc(F)c(Cl)c2F)CC1
-1.4 | O=C(COC(=O)c1ccccc1F)NNC(=O)c1ccccc1
0.7 | Cc1cc(CNC[C@H]2O[C@@H](n3cnc4c(N)ncnc43)[C@H](O)[C@@H]2O)no1
1.1 | COC(=O)Cn1cnc2ccccc2c1=O
-0.3 | COc1ccc(N(CC(=O)Nc2cccc(N(C)S(C)(=O)=O)c2)S(=O)(=O)c2ccccc2)cc1Cl
-0.6 | COc1ccc(-c2nc(C(N)=O)c3[nH]c(=O)n(-c4ccccc4OC)c3n2)c(OC)c1
-1.5 | Cc1nnc(N/N=C/c2ccc([N+](=O)[O-])cc2)n1N
4.9 | CCc1ccc(N2C(=O)C3ON(c4ccccc4)C(c4ccco4)C3C2=O)cc1 (stereo not given)
0.6 | OC(c1ccc2c(c1)OCO2)c1nccc2ccccc12 (stereo not given)
-0.7 | Cc1cc(Cl)n2nc(C)c(-c3ccc(Cl)cc3)c2n1
2.6 | Cc1ccc(C)c(NC(=O)c2cc[n+](C)cc2)c1
-0.9 | O=C(O)c1ccc2cc(-c3ccccc3)[nH]c2c1
-7.6 | O=[N+]([O-])c1ccc(Sc2cccc[n+]2[O-])c2nonc12
-1.6 | COc1ccccc1NC(=O)c1ccc2nsnc2c1
-0.8 | COC(=O)[C@@]12C[C@@H](CC(=O)NCc3ccc(OC)c(OC)c3)C(=O)N(Cc3ccccc3)C1=CCC(C)(C)C2
1.6 | N#CC1=C(N)Oc2c(oc(CO)cc2=O)C1c1cccs1 (stereo not given)
-0.6 | O=C1C=C(c2ccoc2)N2CCC[C@H]2C1
-1.0 | O=C(c1ccc(F)cc1)N1CCN(c2ccc([N+](=O)[O-])cc2-n2cccc2)CC1
-0.1 | c1ccc2c(c1)N1CCN=C1N2CCN1CCCCC1
-0.9 | COc1ccc(N=Cc2nc(-c3ccccc3)oc2OC(C)=O)cc1
1.0 | COc1ccc(N(C(=O)/C=C/c2ccccc2)C2=CC3CCC(C2)N3C)cc1 (stereo not given)
0.5 | CCC(=O)OCCCN1CCC2(CCCCC2)C1=O
-1.9 | O=C(c1ccco1)N1N=C(c2cccs2)CC1c1ccc(F)cc1 (stereo not given)
-1.1 | CC1=C(O)C(=O)C(c2c(C)cc(C)c(Br)c2C)=C(O)C1=O
0.8 | CCOC(=O)CCCNC(=O)OC1CC2CC1[C@H]1CCCCN1[C@H]2Cc1ccccc1 (stereo not given in full)
-7.8 | C=CCc1ccc(OCCOc2ccc(/C=N/n3cnnc3)cc2OCC)c(OC)c1
0.5 | COc1ccc([C@H]2C[C@@H](O)[C@H](n3cc(C4CC4)nn3)CN2C(=O)c2cccs2)cc1
-1.0 | CCCCN1C(=O)c2ccccc2NC1c1ccc(OC)c(COc2ccc(NC(C)=O)cc2)c1 (stereo not given)
6.0 | Clc1cccc(-c2ccnc3nc(-n4cccc4)nn23)c1
-0.8 | Cc1ccccc1CSc1nnc(-c2cccs2)n1Cc1ccco1
-2.2 | Cc1ccc2c(Cl)cc(Cl)c(OCC(=O)NC(=O)NCc3ccco3)c2n1
-1.1 | COc1cc(C(=O)Nc2cc(Cl)ccc2-n2cncn2)ccc1OC(F)F
3.2 | C[C@H]1CCC(=O)N([C@H](CN=[N+]=[N-])Cc2ccccc2)CC1
-1.0 | O=C(NCc1ccccc1)c1cccc(COc2ccc(Cl)cc2)c1
-1.0 | O=C(COC(=O)c1cc(=O)c2ccccc2o1)Nc1cc(Cl)ccc1Cl
-2.8 | OCCN(CCO)c1ncnc2c1sc1nc(N3CCOCC3)c3c(c12)CCCC3
-0.7 | CC1=NN(CCc2ccccn2)C(=O)CC1
3.1 | CC(NCCN(C)C)C(=O)C12CC3CC(CC(C3)C1)C2 (stereo not given)
-1.2 | O=C(O)c1c[nH]n2c(=S)ncnc12
-1.1 | CCSc1ccc(C(=O)NCC(=O)O)cc1
-1.2 | O=C(Nc1ccc(F)cc1)C1CC(=O)n2cnnc2N1 (stereo not given)
-0.7 | CCc1nc2c(OCCc3cccc(OC)c3)cccn2c1N(C)C(=O)c1cccs1
0.7 | O/N=C/c1ccnc(SCc2ccccc2)n1
-1.1 | CN(C)/C=C(/C#N)C(=O)c1cccc(Oc2ccc(C(C)(C)C)cc2)c1
-1.8 | Cc1ccc(-n2c(SCC(N)=O)nnc2-c2cnccn2)cc1
-0.7 | O=C(/C=C/c1cccc([N+](=O)[O-])c1)Nc1ccc(Cl)cn1
1.5 | CCCC(=O)N1CCN(c2ccc(NC(=O)c3ccc(Br)o3)cc2)CC1

Reformatted field by field: 2 of the compounds above.
O/N=C/c1ccnc(SCc2ccccc2)n1
  TTR transcr act: 0.7
CN(C)/C=C(/C#N)C(=O)c1cccc(Oc2ccc(C(C)(C)C)cc2)c1
  TTR transcr act: -1.1
